Source: PubChem (National Center for Advancing Translational Sciences (NCATS))
Vif-A3F inh = Vif-A3F binding inhibition; HeLa A3F-eYFP + Vif (tagged APOBEC3F with the HIV-1 protein that degrades it), YFP fluorescence increase; AID 602313; Potency, µM (series often up to 46.1 µM), inactives show at the top dose activity, negative = active; 0.2% of 390,000 active; further: potency means the concentration at half of the fitted maximal effect; % of control where 0% means no effect; nearly all actives have a fitted effect of over 65% in size
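HeLa cells stably expressing A3F-eYFP plus Vif, plated and incubated overnight at 37 deg C, then exposed to compounds overnight at 37 deg C. Blocked degradation read as raised yellow fluorescence (Ex 488/Em 500-530).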
ERG-DNA inh = inhibitors of human ERG Ets domain-DNA interaction | 0.028% of 370,000 active | P11308 | Potency, µM (doses to about 76.9 µM), inactives show at the top dose FP activity, negative = inhibition, hits mostly inhibitors | fluorescence polarization, His-ERG Ets domain / labelled DNA; active means well fitted inhibition curve with a large enough effect in the polarisation, with a control signal flat; inconclusive means small, poorly fitted or top-dose-only effect, or effect the other way, or a change in a side signal; inactive means no such curve, though single readings can be large or run the other way; the % refers to the polarisation;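 further: polarization taken with two DNA probes labelled with fluorescein and Texas red; potency means the concentration at half of the fitted maximal effect; % of control where 0% means no effect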
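His-tagged ERG Ets domain (1 uM in the protein solution; 300mM KCl, 50mM Tris-HCl, 1mM EDTA, 1mM DTT, pH 7.5) received compound, then a probe mix of 5 nM fluorescein-DNA and 100nM Texas-615-DNA. Fluorescence polarization was read for both dyes.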
D2 ag = D2 dopamine receptor (human) agonism. P14416. HEK293 T-REx D2 cells, calcium flux agonist mode. activation, % at 2 µM. 0.53% of 340,000 active;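 active means activation over 3 SD above normal in the single-dose calcium agonist read, cut at about 30% in these data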; further: 0% is about no effect
Target sequence (P14416 whole entry, looked up): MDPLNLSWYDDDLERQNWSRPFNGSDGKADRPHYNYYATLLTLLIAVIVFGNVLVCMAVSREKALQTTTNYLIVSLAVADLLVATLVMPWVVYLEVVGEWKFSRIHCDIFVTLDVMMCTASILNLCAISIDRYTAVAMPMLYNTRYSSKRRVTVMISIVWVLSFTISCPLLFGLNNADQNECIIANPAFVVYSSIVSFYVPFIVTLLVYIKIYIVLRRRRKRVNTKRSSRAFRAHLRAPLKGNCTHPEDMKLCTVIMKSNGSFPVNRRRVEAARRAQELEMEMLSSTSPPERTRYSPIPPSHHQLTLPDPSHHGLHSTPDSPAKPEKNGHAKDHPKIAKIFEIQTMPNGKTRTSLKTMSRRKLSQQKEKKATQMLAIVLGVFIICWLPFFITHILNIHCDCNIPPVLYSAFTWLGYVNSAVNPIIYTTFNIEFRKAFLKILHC
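Tetracycline-induced HEK293 T-REx cells with force-coupled D2 receptor, plated overnight at 30 C, loaded with no-wash calcium dye. After a 10 s baseline, compound was pin-added and calcium flux read kinetically for 180 s; calcium rises flagged agonists.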
Vif-A3G inh = inhibitors of Vif-APOBEC3G interaction. 0.076% of 410,000 active. AID 602310. Potency, µM (doses to about 46.1 µM), for the others: top-dose activity, negative = active, usual class: inhibitors. HeLa A3G-eYFP + Vif (tagged APOBEC3G with the HIV-1 protein that degrades it), YFP fluorescence, overnight. Q9HC16;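 further: potency means the concentration at half of the fitted maximal effect; on the % scale 0 is the no-effect control and ±100 the full control effect; nearly all actives have a fitted effect of over 60% in size; hits raise eYFP signal because A3G escapes Vif-driven loss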
Target sequence (Q9HC16 whole entry, looked up): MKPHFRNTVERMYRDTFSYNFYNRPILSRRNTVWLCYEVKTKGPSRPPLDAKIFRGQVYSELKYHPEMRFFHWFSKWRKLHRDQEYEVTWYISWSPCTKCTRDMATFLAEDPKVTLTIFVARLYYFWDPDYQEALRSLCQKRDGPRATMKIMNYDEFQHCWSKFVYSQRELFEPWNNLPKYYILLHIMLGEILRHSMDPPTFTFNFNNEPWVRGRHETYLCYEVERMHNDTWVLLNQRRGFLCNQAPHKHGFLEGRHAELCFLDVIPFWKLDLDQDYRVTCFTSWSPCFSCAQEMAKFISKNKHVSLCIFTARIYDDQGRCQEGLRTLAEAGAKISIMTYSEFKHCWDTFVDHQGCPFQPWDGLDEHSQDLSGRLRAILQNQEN
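Read-out is eYFP fluorescence (Ex 488/Em 500-530) from Vif-expressing HeLa A3G-eYFP cells; more signal means A3G escaped Vif-mediated degradation. Cells plated overnight, compound pinned in, incubated overnight at 37 deg C.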
GRP78 ERSR act = ER stress response induction in glioma | U87-MG GRP78 promoter luciferase reporter, 16 h | AID 602332 | Potency, µM, for inactives: top-dose activation, hits mostly activators | 0.02% of 420,000 active; further: potency means the concentration at half of the fitted maximal effect; series mostly up to about 76 µM; % of control where 0% means no effect; nearly all actives have a fitted effect of over 35% in size
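Stably transfected U87-MG glioma cells carrying a GRP78-based luciferase sensor; 16 h compound incubation. Luminescence end-point read 10 min after Bright-Glo addition at room temperature.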
RGS4 inh = blocks human RGS4-accelerated GTP hydrolysis | P49798 | Transcreener GDP fluorescence polarization, RGS4-accelerated GTP hydrolysis | Potency, µM (top dose mostly 114 µM), for the others: at the highest dose activity change, negative = inhibition, most hits filed as inhibitors | 0.039% of 390,000 active | AID 504845; further: potency means the concentration at half of the fitted maximal effect; on the % scale 0 is the no-effect control and ±100 the full control effect; nearly all actives have a fitted effect of over 75% in size; some results filed as inactive show a strong effect at the top dose
Target sequence (P49798 whole entry, looked up): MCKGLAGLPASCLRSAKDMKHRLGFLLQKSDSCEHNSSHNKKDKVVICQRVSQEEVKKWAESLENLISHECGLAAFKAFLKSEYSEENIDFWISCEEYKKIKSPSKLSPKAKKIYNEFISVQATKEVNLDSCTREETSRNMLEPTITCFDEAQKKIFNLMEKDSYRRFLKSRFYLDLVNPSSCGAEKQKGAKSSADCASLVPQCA
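MLSMR compounds (23 nl, pin-transferred) preincubated 10 min at room temperature with a 500nM (2x) first reagent, then RGS4 at 900nM (2x) plus Transcreener GDP mix added; fluorescence polarization (620/688 nm) read before and after 90 min at 30 °C.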
12-LOX inh = ALOX12 (human) lipoxygenase inhibition; purified 12hLO, xylenol orange hydroperoxide absorbance; Potency, µM (series often up to 108 µM), for the others: at the top dose activity change, negative = inhibition, hits mostly inhibitors; 1.1% of 580,000 active; further: potency means the concentration at half of the fitted maximal effect; on the % scale 0 is the no-effect control and ±100 the full control effect
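Purified human 12hLO at 150 nM in 25 mM Hepes, 0.01% Triton X-100, pH 7.0, preincubated 15 min at room temperature with compound. Reaction started with 40 uM arachidonic acid, 30 min at room temperature. Hydroperoxide measured by Fe-xylenol orange, 573/405 nm absorbance ratio.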
LDHA inh = blocks human lactate dehydrogenase A; P00338; purified LDHA, NADH/diaphorase-resazurin fluorescence; active compounds read low; activity change, % (values are at about 110 or 230 µM); 0.15% of 480,000 active; AID 1347041; in the data active means activity change below about -30%; inconclusive means mostly about -25% to -30%;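 further: plate controls were DMSO wells for no effect and wells without enzyme for full effect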
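Enzyme activity of human lactate dehydrogenase 5 (2 nM; 0.06 mM NADH, 0.2 mM pyruvate, 5 min, RT) is measured via a resazurin/diaphorase fluorescence readout of residual NADH.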
D2 antag = antagonizes the human D2 dopamine receptor. P14416. HEK293 TREx D2 cells, calcium flux, dopamine EC80. 2% of 340,000 active. inhibition, % at 10 µM; in the data active means inhibition above about 30%; further: 0% is about no effect
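In this primary screen, negative modulation is detected by tracking calcium flux after an EC80 dopamine challenge in inducible HEK293 T-REx D2 cells preexposed to test compound for 180 s.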
Numbers without * were called inactive; ? = inconclusive; / = not tested or not shown; & = joins results of further samples; [ ] = dose if it differs, or a comment. Unless noted, the call rests on the fitted dose curve; in most records, active means well fitted curve in the direction sought with a large enough effect; inconclusive means small, poorly fitted or top-dose-only effect, or another doubt; inactive means no such curve, though single readings can be large; an effect the other way counts as inactive or inconclusive. Some of the compounds tested; count on the stated rates, not on these rows.

SMILES	Vif-A3F inh	ERG-DNA inh	D2 ag	Vif-A3G inh	GRP78 ERSR act	RGS4 inh	12-LOX inh	LDHA inh	D2 antag
O=C(NCc1ccco1)c1cccc2c1C(=O)c1ccc(N3CCC(N4CCCCC4)CC3)cc1S2(=O)=O	-8%	/	/	-3%	1%	/	?	-4	/
NC(=NCc1ccco1)NC(=O)c1ccc(Cl)cc1	0%	0%	0.2	0%	14%	-4%	-25%	-12	-10
C=C1CC(C(=O)N/N=C/c2ccccc2)C1	-12%	6%	2.5	-8%	2%	-4%	-19%	-10	-2
C=Cc1ccc(Cn2c(C)c(C(=O)NCc3cccc([N+](=O)[O-])c3)sc2=O)cc1	/	/	/	-3%	-3%	/	-18%	-8	/
Cc1ccc2c(c1)c1c3n2CCN(C(=O)c2cccc(C(F)(F)F)c2)C3CCC1 (centres undefined)	-1%	4%	0.6	6%	-2%	-3%	-4%	-2	/
Cc1cccc(NC(=O)c2ccc(NS(=O)(=O)c3c(C)noc3C)cc2)c1	0%	-14%	0.4	-1%	-2%	-16%	0%	-4	7
COc1ccc(S(=O)(=O)N(C)C[C@H]2Oc3c(NC(=O)Cc4ccccc4)cccc3C(=O)N([C@H](C)CO)C[C@@H]2C)cc1	0%	-1%	/	-10%	1%	-9%	-10%	-5	/
COc1ccc(C)cc1NC(=O)CSc1ccc(-c2cccnc2)nn1	2%	1%	-0.6	2%	-5%	16%	-14%	-2	5
COc1cc(N)c(Br)cc1C(=O)O	1%	-1%	0.4	-1%	-3%	29%	4%	-5	-17
O=C1NC2(CCCCC2)N(C(=O)c2ccccc2)C2=C1CCCC2	7%	1%	0.6	-1%	-4%	-1%	-9%&0%	-8&-1	-8
O=C(NCc1cccnc1)C(=O)NCC1OCCN1S(=O)(=O)c1ccc(Cl)cc1 (centres undefined)	-4%	-3%	0.0	-2%	-3%	2%	2%[57.4 µM]	-15	-10
COc1ccc(/C=C/C(=O)OCC(=O)c2c(N)n(C)c(=O)n(C)c2=O)c(OC)c1	12%	16%	0.7	-8%	-3%	-6%	1%	2	13
OCCCNc1ncnc2[nH]ncc12	-15%	-5%	/	6%	-2%	15%	-73%	-4	/
O=C(COC(=O)Cc1ccc(Br)cc1)NC1CC1	-8%	-8%	-0.9	0%	-4%	-22%	-2%	-10	-23
CC(C(=O)Nc1ccc2nccnc2c1)N1C(=O)C2C3C=CC(C3)C2C1=O (centres undefined)	-1%	-17%	0.9	2%	-2%	-2%	0%	2	6
O=C1CC(c2ccc(Cl)cc2)c2cc3c(cc2N1)OCCO3 (centres undefined)	4%	-1%	0.0	-2%	-2%	4%	-45%	3	/
Cc1cc(C)n2nc(SCc3ccc(C#N)cc3)nc2n1	0%	-3%	0.9	-3%	4%	6%	-3%	-1	8
CCCCCCn1c(C(C)O)nc2ccccc21 (centres undefined)	9%	-2%	0.3	1%	-1%	8%	34%[activator]	-3	-9
CCOc1ccccc1Nc1ncnc2ccccc12	-6%	0%	-0.4	1%	-1%	-21%	?	-2	-11
C=CCN1CN(S(=O)(=O)c2ccc(OC)cc2)c2nc3ccccc3nc21	-16%	11%	7.9	2%	5%	-7%[56.9 µM]	?	-8	13
Cc1ccc(C)c(NS(=O)(=O)c2ccc(OCC(=O)NCc3ccco3)cc2)c1	-5%	-10%	/	-1%	-5%	-21%	14%	-2	/
CCn1c(SCC(=O)Nc2ccc(C)cc2)nc2sc3c(c2c1=O)CCN(C)C3	1%	6%	-0.3	-4%	-3%	-12%[11.4 µM]	-14%	1	-10
CS(=O)(=O)N(CC(=O)NCc1ccc2c(c1)OCO2)C1CCCCC1	-7%	2%	0.1	-5%	-3%	-15%	10%	-1	-1
O=C(CC[C@H]1O[C@@H](n2cnc3c(NC(=O)c4ccccc4)ncnc32)[C@H](O)[C@@H]1O)NCC1CCCO1 (some centres undefined)	/	/	/	3%	4%	/	-61%	-4	/
CCN(C(=O)Cc1cccs1)c1nnc(-c2cc(OC)c(OC)c(OC)c2)s1	-3%	2%	1.0	-5%	0%	-2%	-25%[57.4 µM]	-4	5
Cc1nc(SCCO)c([N+](=O)[O-])[nH]1	4%	-5%	0.8	0%	-3%	-23%	25µM*	2	10
OC(CCCN1CCC(O)(c2ccc(Cl)cc2)CC1)c1ccc(F)cc1 (centres undefined)	3%	15%	/	-1%	-4%	2%	?	-2	/
O=C(CSc1nnc(CNC(=O)c2cccc(C(F)(F)F)c2)o1)NCC1CCCO1 (centres undefined)	-5%	0%	-0.7	0%	-4%	-7%	0%	-4	0
Clc1cccc(N/N=C/c2ccncc2)c1	-19%	7%	-0.4	-14%	9%	-14%	?	-4	-16
NC(=O)c1c(N)sc2c1CCCC2	2%	-10%	1.3	0%	0%	?	-9%	5	-2
CCCn1cc(C(CC(=O)O)C(=O)O)c2ccccc21 (centres undefined)	-6%	8%	0.0	-1%	-4%	-4%	-22%	4	7
Cc1ccc(OCC(=O)NNC(=O)C2CCN(c3ncnc4sc(C)c(C)c34)CC2)cc1	3%	13%	-0.6	2%	-3%	1%	-2%	1	-5
CN(C(=O)CSc1ncnc2ccccc12)C1CCS(=O)(=O)C1 (centres undefined)	8%	1%	-0.4	-10%	-3%	2%	?	-10&2	5
O=C(c1ccc(-c2nc3ccccc3s2)s1)N1CCOCC1	11%	6%	0.9	1%	-15%	1%	-8%	-11	11
CC1=C(c2ccc(C)c(C)c2)S(=O)(=O)N(Cc2ccc(C(=O)Nc3cc(F)ccc3F)cc2)C1=O	/	1%	/	/	/	-5%	-19%	-1	/
COc1cccc(CSc2nnc(-c3ccco3)n2C)c1	3%	4%	0.9	0%	-1%	-2%	3%	-4	7
Cc1ccc(-n2nnnc2CS(=O)(=O)c2ccccc2)c(C)c1	-17%	-10%	0.5	0%	-4%	-12%	6%	-2	2
S=C(NCCNC(=S)Nc1ccccc1Cl)Nc1ccccc1Cl	10%	-1%	2.4	-6%	0%	-33%[56.9 µM]	?	-4	-2
CCOc1ccc(Cl)cc1CNCCNCCO	7%	-2%	0.2	-6%	-4%	-29%	1%	-2	-5
Cc1ccccc1Cn1cc(CCC(=O)NCc2cccc(Br)c2)c2ccccc21	2%	8%	-1.5	8%	-1%	35%	-21%	-6	/
COc1cccc2c(=O)c(C(=O)O)c[nH]c12	-2%	/	0.2	-1%	4%	-5%	-16%	15	10
O=C(O)Cn1c(Cc2ccccc2)nc2ccccc21	-11%	3%	1.4	3%	-1%	0%[56.9 µM]	-25%	-2	8
O=C(Nc1ccccc1C(=O)NCCN1CCOCC1)c1cccc([N+](=O)[O-])c1	-17%	17%	0.2	-7%	1%	-40%	-8%	4	-20
CCOCCCNC(=O)C(c1ccccc1)N1Cc2ccccc2C1=O (centres undefined)	1%	-1%	0.9	7%	3%	-4%	-16%	-1	/
CCOc1ccc(-n2c(=O)cc(N3CCN(c4ccccc4)CC3)[nH]c2=O)cc1	0%	-4%	3.4	3%	-6%	2%	3%	2	20
Cc1cc(C)n2nc(SCC(=O)N3CCN(c4ccc(F)cc4)CC3)nc2n1	1%	-5%	-0.5	3%	-3%	13%	4%	-2	-3
Cc1nc2nc[nH]n2c(=O)c1CCOC(=O)c1ccccc1F	16%	-13%	0.6	2%	-3%	16%	2%	-17	9
COc1ccc(CCn2c(SCC(=O)Nc3cc(C)on3)nc3ccccc3c2=O)cc1OC	2%	-1%	-0.4	-2%	-4%	18%	6%	-5	-15

Continued (two carried over from the part before).
SMILES	Vif-A3F inh	ERG-DNA inh	D2 ag	Vif-A3G inh	GRP78 ERSR act	RGS4 inh	12-LOX inh	LDHA inh	D2 antag
Cc1nc2nc[nH]n2c(=O)c1CCOC(=O)c1ccccc1F	16%	-13%	0.6	2%	-3%	16%	2%	-17	9
COc1ccc(CCn2c(SCC(=O)Nc3cc(C)on3)nc3ccccc3c2=O)cc1OC	2%	-1%	-0.4	-2%	-4%	18%	6%	-5	-15
CCn1c(=O)n(CC)c2cc(S(=O)(=O)N3CCC(c4ccccc4)CC3)ccc21	-3%	2%	0.6	0%	-5%	-16%	11%	-3	-19
Cc1ccc(C)c(S(=O)(=O)N2CCN(C(=O)Cn3c(=O)cnc4ccccc43)CC2)c1	9%	-1%	0.5	0%	-5%	-7%	-23%	-1	8
CCN(CC)C(=O)c1[nH]cnc1C(=O)Nc1ccc(C)cc1	0%	-25%	-0.3	1%	1%	-23%	-5%	-2	12
CC(C)OCC(O)Cn1c(N2CCCC2)nc2c1c(=O)n(C)c(=O)n2C (centres undefined)	1%	4%	1.1	0%	-4%	14%	11%	-1	-5
O=C(CSc1nnc(-c2ccccc2O)o1)NC1CCCCC1	6%	8%	-0.6	4%	-1%	-6%	12%	13	-10
CC(=O)Nc1cccc(N2C(=O)CC(N3CCC(C(=O)N4CCCCC4)CC3)C2=O)c1 (centres undefined)	2%	-2%	0.5	-3%	-2%	-13%	0%	-1	2
Nc1ccc2nc(-c3cc(Cl)c(N)c(Cl)c3)[nH]c2c1	6%	1%	-0.3	0%	1%	-37%[56.9 µM]	96%[activator]	-5	-6
CCOn1c(-n2nc(C)cc2C)nc2ccccc2c1=O	6%	-8%	-0.4	4%	-3%	5%	-15%	-7	9
COC(=O)c1ccc(-c2ccc(C(c3c(C)[nH][nH]c3=O)c3c(C)[nH][nH]c3=O)o2)cc1	9%	-3%	0.5	-1%	-14%	?	35µM*	5	-14
